Screening results: PubChem BioAssay, several laboratories
UHRF1 binding: blocks human UHRF1 binding to methylated DNA | UHRF1 binding to methylated oligo, TR-FRET | 370,000 compounds, 0.75% hits | inhibition, % at 4.4 µM; in the data active = inhibition above about 21%;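 note: UHRF1 SRA domain binding a hemimethylated CpG hairpin DNA probe; 0% = median of test compound wells and 100% = reference inhibitor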
ARFGAP1 inh: inhibits rat ARF GTPase activating protein 1 | Q62848 | inhibition, % at 16.5 µM | AID 651572 | 360,000 compounds, 0.26% hits | Arfgap1-stimulated ARF1 GTP hydrolysis, GDP FP detection;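 active = inhibition above a per-plate limit, mean inhibition of low control wells plus 3 SD, cut at about 25% in these data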;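 note: 0% = DMSO wells with enzyme and 100% = wells lacking Arfgap1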
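Assay system: purified rat His6-Arfgap1 residues 1-136 (GAP domain); Reagent: human Δ17 ARF1 bound to GTP; Dosing: 16.5 µM single point, 1.26% DMSO; Times: GTP hydrolysis reaction 2 h at 25 °C; Signal: FP, GDP Alexa 633 tracer displaced from anti-GDP antibody, 620/688 nm; Measure: % inhibition from polarization.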
DDE Tn7 FP inh: disrupts Tn7 cyclic peptide binding to fibrin D-Dimer-E complex. inhibition, % at 8.3 µM. FP displacement of FITC-Tn7 peptide from fibrin DD(E); 0% = median of compound wells per plate. 370,000 compounds, 0.13% hits;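 active = inhibition above the mean of compounds falling within the control limits plus 3 SD of them, cut at about 14% in these data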;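 note: 0% = plate median of compound wells and 100% = 10 µM Aha-Tn7 peptide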
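Test system – human fibrin DD(E) · Times – 10 min preincubation, 3 h with tracer, room temperature · Detection – fluorescence polarization of the labelled Tn7 tracer · Measure – percent inhibition normalized to high-control wells · Benchmarks – high control wells with 10 µM unlabelled Aha-Tn7 peptide (full inhibition) · Repeats – singlicate testing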
KLK7 zymogen act: activators of human kallikrein-7 zymogen. 370,000 compounds, 0.9% hits. purified proKLK7, EDANS-DABCYL substrate fluorescence; 100% is mature enzyme control, 0% vehicle. activation, % at 7 µM. AID 652039. P49862;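 active = activation above the mean of all tested compounds plus 3 SD, computed per campaign excluding outliers beyond control limits, cut at about 13% in these data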
ASAP1 GAP inh: blocks human ASAP1-stimulated Arf1 GTP hydrolysis; GDP FP detection; inhibition, % at 16.5 µM; Q9ULH1; AID 624377; 360,000 compounds, 0.19% hits; in the data active = inhibition above about 25%;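 note: 0% = vehicle with enzyme and substrate and 100% = no enzyme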
PLC-gamma1 inh: blocks human PLC-gamma1 enzyme activity; purified PLC-gamma1, fluorogenic substrate, fluorescence; inhibition, % at 12.2 µM; 370,000 compounds, 0.84% hits; AID 720700; in the data active = inhibition above about 9.5%
PLCb3 inh: PLC-beta3 (human) inhibition, primary screen. Q01970. Purified PLC-beta3, fluorogenic substrate, fluorescence. inhibition, % at 12.2 µM. 370,000 compounds, 0.18% hits. AID 720704; in the data active = inhibition above about 11%;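 note: 0% = median of compound wells on plate and 100% = full blocker control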
Rev-erbA mod: Rev-erb alpha (human) modulation; activity, % at 10 µM; AID 1259318; P20393; 370,000 compounds, 0.79% hits; Rev-erbα–FITC-DNA binding, fluorescence polarization, 90 min;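 active = activity above about 14%, limit read from the data; passing the limit was not always enough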;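 note: 0% = DMSO wells with 35 nM protein and 100% = DMSO wells with 750 nM protein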
Tn6 DDE FP: inhibitors of Tn6 peptide binding to human fibrin DD(E). P02675. Fibrin DD(E) TRITC-Tn6 fluorescence polarization displacement. inhibition, % at 8.3 µM. 370,000 compounds, 0.21% hits;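 active = inhibition above a per-campaign cutoff: mean of compounds within control limits plus 3 SD, cut at about 15% in these data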;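 note: 0% = median of all compound wells on the plate and 100% = blocking peptide control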
sPLA2-III inh: Inhibits HGIII-sPLA2 liposome hydrolysis, primary screen; Q9NZ20; QFRET BODIPY PC-A2 liposome hydrolysis, fluorescence; inhibition, % at 12.2 µM; 370,000 compounds, 0.56% hits;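 active = inhibition above mean plus 3 SD of compounds lying within the high and low control bounds, cut at about 19% in these data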;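 note: 0% = median of test compound wells and 100% = no enzyme DMSO wells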
Active calls of the source: *.

`COc1ccc(NC(=S)N2CCN(c3ncccn3)CC2)cc1` gave UHRF1 binding -1.2, ARFGAP1 inh -0.5, DDE Tn7 FP inh 0.9, KLK7 zymogen act -0.3, ASAP1 GAP inh 1.3, PLC-gamma1 inh 1.5, PLCb3 inh 0.7, Rev-erbA mod 1.3, Tn6 DDE FP -0.2 and sPLA2-III inh 7.6.
CCOC(=O)c1c(NC(=O)CSc2nnnn2C)sc(CC)c1C was read as UHRF1 binding 1.9, ARFGAP1 inh 3.5, DDE Tn7 FP inh 3.7, KLK7 zymogen act -0.4, ASAP1 GAP inh 4.4, PLC-gamma1 inh 1.1, PLCb3 inh 0.2, Rev-erbA mod 0.1, Tn6 DDE FP -3.5 and sPLA2-III inh -23.7.
For COc1ccc(-c2ccc(CCC(=O)O)n2CC(=O)Nc2ccccc2C)cc1 the results were UHRF1 binding 2.5, ARFGAP1 inh -8.3, DDE Tn7 FP inh 0.5, KLK7 zymogen act 4.3, ASAP1 GAP inh 9.8, PLC-gamma1 inh -85.7, PLCb3 inh -122.2, Rev-erbA mod -0.2, Tn6 DDE FP -1.0 and sPLA2-III inh -10.9.
`CCOc1ccc(/C=N/NC(=O)COc2ccccc2-c2ccccc2)cc1` gave UHRF1 binding -2.2, ARFGAP1 inh 5.5, DDE Tn7 FP inh -2.0, KLK7 zymogen act -0.1, ASAP1 GAP inh 3.7, PLC-gamma1 inh 0.7, PLCb3 inh 0.5, Rev-erbA mod 6.2, Tn6 DDE FP 2.2 and sPLA2-III inh -6.0.
Screening Cc1nnc(NC(=O)CSc2n[nH]c(-c3ccccc3C)n2)s1 returned UHRF1 binding -3.6, ARFGAP1 inh -7.4, DDE Tn7 FP inh -6.9, KLK7 zymogen act 0.3, ASAP1 GAP inh 0.1, PLC-gamma1 inh 3.0, PLCb3 inh -3.6, Rev-erbA mod -5.2, Tn6 DDE FP 10.3 and sPLA2-III inh 4.0.
For COc1ccc(C(=O)N/N=C\c2ccoc2)cc1 the results were UHRF1 binding -3.0, ARFGAP1 inh -2.9, DDE Tn7 FP inh -4.9, KLK7 zymogen act -0.5, ASAP1 GAP inh -12.4, PLC-gamma1 inh -0.9, PLCb3 inh -10.1, Rev-erbA mod -1.3, Tn6 DDE FP 0.4 and sPLA2-III inh 4.0.
For CC(NS(=O)(=O)OCC(Cl)(Cl)Cl)c1ccc(Br)cc1 (stereo unspecified) the results were UHRF1 binding 5.1, ARFGAP1 inh 3.5, DDE Tn7 FP inh -0.1, KLK7 zymogen act 0.6, ASAP1 GAP inh 4.8, PLC-gamma1 inh -1.4, PLCb3 inh -0.7, Rev-erbA mod -0.5, Tn6 DDE FP -8.3 and sPLA2-III inh -1.3.
For CC(=O)N=c1c(C#N)cc2c(=O)n3cccc(C)c3nc2n1Cc1ccco1 the results were UHRF1 binding 2.9, ARFGAP1 inh 9.8, DDE Tn7 FP inh -5.4, KLK7 zymogen act 5.9, ASAP1 GAP inh -4.1, PLC-gamma1 inh -286.7, PLCb3 inh -289.9, Rev-erbA mod -23.4, Tn6 DDE FP -7.5 and sPLA2-III inh 6.2.
`CC(C)(C)c1ccc(-c2nnc(SCc3ccccc3)n2Cc2ccco2)cc1` gave UHRF1 binding 1.8, DDE Tn7 FP inh -7.4, KLK7 zymogen act 0.5, PLC-gamma1 inh 1.4, PLCb3 inh 4.2, Rev-erbA mod -2.5, Tn6 DDE FP 4.4 and sPLA2-III inh -6.5.
For Cc1ccc(S(=O)CCNC(=O)Cc2ccc(Cl)cc2)cc1 (stereo unspecified) the results were UHRF1 binding -2.1, ARFGAP1 inh -7.9, DDE Tn7 FP inh 2.2, KLK7 zymogen act -0.1, ASAP1 GAP inh -17.6, PLC-gamma1 inh 2.4, PLCb3 inh 3.0, Rev-erbA mod -0.2, Tn6 DDE FP 4.5 and sPLA2-III inh 3.8.

Already shown: an excerpt of the list.
`CC(C)(C)c1ccc(-c2nnc(SCc3ccccc3)n2Cc2ccco2)cc1` gave UHRF1 binding 1.8, DDE Tn7 FP inh -7.4, KLK7 zymogen act 0.5, PLC-gamma1 inh 1.4, PLCb3 inh 4.2, Rev-erbA mod -2.5, Tn6 DDE FP 4.4 and sPLA2-III inh -6.5.
For Cc1ccc(S(=O)CCNC(=O)Cc2ccc(Cl)cc2)cc1 (stereo unspecified) the results were UHRF1 binding -2.1, ARFGAP1 inh -7.9, DDE Tn7 FP inh 2.2, KLK7 zymogen act -0.1, ASAP1 GAP inh -17.6, PLC-gamma1 inh 2.4, PLCb3 inh 3.0, Rev-erbA mod -0.2, Tn6 DDE FP 4.5 and sPLA2-III inh 3.8.

New compounds follow:
`CCC(=O)NC(=S)Nc1ccc(NC(=O)c2cccnc2)cc1` gave UHRF1 binding -0.3, ARFGAP1 inh -3.0, DDE Tn7 FP inh -2.1, KLK7 zymogen act -0.5, ASAP1 GAP inh -6.5, PLC-gamma1 inh 4.2, PLCb3 inh -0.5, Rev-erbA mod -1.9, Tn6 DDE FP 3.8 and sPLA2-III inh 3.8.
For COc1ccc(Cl)cc1C(=O)N1CCN(c2ccccn2)CC1 the results were UHRF1 binding 2.3, ARFGAP1 inh -2.7, DDE Tn7 FP inh 7.2, KLK7 zymogen act -0.1, ASAP1 GAP inh -0.2, PLC-gamma1 inh -2.5, PLCb3 inh 2.7, Rev-erbA mod 0.0, Tn6 DDE FP 2.6 and sPLA2-III inh 2.6.
C[C@H]1CN([C@@H](C)CO)S(=O)(=O)c2ccc(Br)cc2O[C@H]1CN(C)C(=O)C1CCC1 was read as UHRF1 binding 1.1, ARFGAP1 inh -3.0, DDE Tn7 FP inh 0.3, KLK7 zymogen act -0.5, ASAP1 GAP inh 10.6, PLC-gamma1 inh -2.3, PLCb3 inh 0.4, Rev-erbA mod 8.7, Tn6 DDE FP -4.0 and sPLA2-III inh 4.4.
Screening CCOC(=O)C1C(=O)CC(C)(O)C(C(=O)OCC)C1c1ccc(C)s1 (stereo unspecified) returned UHRF1 binding -2.5, ARFGAP1 inh -13.8, DDE Tn7 FP inh -4.5, KLK7 zymogen act 0.5, ASAP1 GAP inh 2.3, PLC-gamma1 inh 0.4, PLCb3 inh 4.7, Rev-erbA mod 4.7, Tn6 DDE FP 3.1 and sPLA2-III inh 0.8.
`CCOc1ccc(NC(=O)C(C)NS(=O)(=O)c2ccc(NC(C)=O)cc2)cc1` (stereo unspecified) gave UHRF1 binding -2.9, ARFGAP1 inh -1.3, DDE Tn7 FP inh 3.9, KLK7 zymogen act 0.3, ASAP1 GAP inh 6.7, PLC-gamma1 inh -2.3, PLCb3 inh -2.4, Rev-erbA mod -4.3, Tn6 DDE FP 1.1 and sPLA2-III inh -2.0.
`CCC[C@H]1[C@@H](N(C)Cc2ccccc2)CC[C@@]23CCCN2C(=O)CCC[C@@H]13` gave UHRF1 binding -1.0, DDE Tn7 FP inh -1.9, PLC-gamma1 inh 3.9, PLCb3 inh 0.5, Rev-erbA mod 13.4, Tn6 DDE FP -8.7 and sPLA2-III inh -1.2.
Screening Cc1c(CCO)sc[n+]1CC(=O)OC12CC3CC(CC(C3)C1)C2 returned UHRF1 binding 2.8, ARFGAP1 inh -4.1, DDE Tn7 FP inh -7.2, KLK7 zymogen act -0.7, ASAP1 GAP inh 0.2, PLC-gamma1 inh 5.3, PLCb3 inh 2.4, Rev-erbA mod 0.5, Tn6 DDE FP 0.4 and sPLA2-III inh -20.9.
For CCCc1nc(SCC(=O)N2CCc3ccccc3C2)c2ccccc2n1 the results were UHRF1 binding -0.8, ARFGAP1 inh -4.3, DDE Tn7 FP inh -2.6, KLK7 zymogen act 0.2, ASAP1 GAP inh -8.0, PLC-gamma1 inh -0.1, PLCb3 inh 0.1, Rev-erbA mod 5.5, Tn6 DDE FP 6.2 and sPLA2-III inh -7.6.
Screening Cc1cc(C)n(-c2nc(-c3ccc(Cl)c(Cl)c3)cs2)n1 returned UHRF1 binding -1.1, ARFGAP1 inh -7.9, DDE Tn7 FP inh 5.6, KLK7 zymogen act 0.1, ASAP1 GAP inh 8.0, PLC-gamma1 inh -1.1, PLCb3 inh -2.9, Rev-erbA mod -4.0, Tn6 DDE FP -0.5 and sPLA2-III inh 0.5.
`CCN(C(=S)NCc1ccccc1)c1cccc2ccccc12` gave UHRF1 binding 1.1, ARFGAP1 inh -0.4, DDE Tn7 FP inh 0.2, KLK7 zymogen act -0.7, ASAP1 GAP inh 24.8*, PLC-gamma1 inh 1.2, PLCb3 inh 4.0, Rev-erbA mod 5.6, Tn6 DDE FP -6.3 and sPLA2-III inh 5.9.
For O=C(CNc1cccc(S(=O)(=O)N2CCOCC2)c1)Nc1ccccc1F the results were UHRF1 binding 0.2, ARFGAP1 inh 0.5, DDE Tn7 FP inh -5.3, KLK7 zymogen act -0.1, ASAP1 GAP inh 14.1, PLC-gamma1 inh 0.1, PLCb3 inh -3.5, Rev-erbA mod -1.8, Tn6 DDE FP 2.7 and sPLA2-III inh -1.2.
Screening O=S(=O)(c1ccc(F)cc1)n1ccc(-c2cccc(OCc3c(F)cccc3Cl)c2)n1 returned UHRF1 binding -2.6, ARFGAP1 inh 13.7, DDE Tn7 FP inh -10.9, KLK7 zymogen act -0.3, ASAP1 GAP inh 2.6, PLC-gamma1 inh 2.5, PLCb3 inh 0.9, Rev-erbA mod 2.0, Tn6 DDE FP 7.5 and sPLA2-III inh 2.2.
CCCn1cc(CN2CCCC(C(=O)c3ccc4c(c3)OCO4)C2)c(C)n1 (stereo unspecified) was read as UHRF1 binding -0.3, ARFGAP1 inh 2.2, DDE Tn7 FP inh -2.9, KLK7 zymogen act 0.4, ASAP1 GAP inh -0.8, PLC-gamma1 inh -5.0, PLCb3 inh -10.5, Rev-erbA mod -2.9, Tn6 DDE FP -2.7 and sPLA2-III inh -0.7.
O=C(Nc1ccccn1)C1CCN(S(=O)(=O)c2ccc(Cl)cc2)CC1 was read as UHRF1 binding 2.9, ARFGAP1 inh 0.4, DDE Tn7 FP inh -5.3, KLK7 zymogen act -0.1, ASAP1 GAP inh 5.4, PLC-gamma1 inh 2.0, PLCb3 inh -3.1, Rev-erbA mod 4.0, Tn6 DDE FP 4.4 and sPLA2-III inh -0.4.
For Cc1cnc(=O)[nH]c1SCc1ccc(C(F)(F)F)cc1 the results were UHRF1 binding 0.6, ARFGAP1 inh -3.7, DDE Tn7 FP inh -0.4, KLK7 zymogen act 0.5, ASAP1 GAP inh -2.9, PLC-gamma1 inh -1.8, PLCb3 inh 0.9, Rev-erbA mod -0.4, Tn6 DDE FP -5.7 and sPLA2-III inh -10.6.
`CC(=O)Nc1ccc(C(=O)N2CCCCC2c2cc(C(=O)Nc3ccccc3)no2)cc1` (stereo unspecified) gave UHRF1 binding -0.2, ARFGAP1 inh 7.9, DDE Tn7 FP inh -4.8, KLK7 zymogen act -0.1, ASAP1 GAP inh -2.7, PLC-gamma1 inh 0.8, PLCb3 inh 0.6, Rev-erbA mod -2.2, Tn6 DDE FP -4.5 and sPLA2-III inh -4.4.
